# Assay outcomes from PubChem.
# PGC1a acetyl inh: PGC1a acetylation modulation, inhibitor mode | U2OS PGC1a acetylation, AlphaScreen anti-acetyl-lysine; with virally co-expressed GCN5 acetyltransferase | 350,000 compounds, 0.17% hits | inhibition, % at 15.6 µM;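 active = every replicate shows inhibition of at least 40%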;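 also: 0% = neutral control wells and 100% = positive control wells; some results beyond the cut were filed as inactive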
# FN deposition inh: fibronectin deposition inhibition; AH1F fibroblasts, Alexa488-fibronectin deposition fluorescence, overnight; inhibition, % at 12.6 µM; 350,000 compounds, 0.086% hits;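 active = mean inhibition across replicates of 30% or more, regardless of how many single replicates reach that level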;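 also: positive control wells lacked labelled fibronectin entirely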
#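 Test system: AH1F fibroblast monolayer depositing Alexa488-labelled fibronectin into matrix. Input: 10000 cells per well. Technique: fluorescence, ex 485 nm, em 525 nm. Buffer or medium: DMEM plus 2% serum, read in PBS. Timing: 1 h cell adhesion before compound, then overnight fibronectin incubation. Compound: single dose, pinned. Read-out basis: inhibition from reduced deposited-fibronectin fluorescence.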
# PglD DTNB: blocks C. jejuni PglD acetyltransferase activity | purified PglD enzyme, DTNB colorimetric CoA detection | AID 602405 | 360,000 compounds, 0.098% hits | inhibition, % at 12.5 µM; in the data active = inhibition above about 16%, passing the limit was not always enough; also: strong numbers were not always called active
# S100A4 MyoIIA: S100A4-myosin IIA interaction inhibition. P26447. S100A4/TAMRA-MyoIIA peptide fluorescence polarization. inhibition, % at 10.7 µM. 360,000 compounds, 0.14% hits. AID 652163;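 active = mean inhibition of at least 70% across replicates, with every replicate also reaching that level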
# Target sequence (P26447 whole entry, looked up): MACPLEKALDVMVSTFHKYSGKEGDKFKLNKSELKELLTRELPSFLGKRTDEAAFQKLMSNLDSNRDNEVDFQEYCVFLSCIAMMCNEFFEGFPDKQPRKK
#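 assay system = human S100A4 monomer with TAMRA-labelled myosin IIA peptide | also added = labelled myosin peptide probe, 5 nM | incubation = 5 min between mix addition and reading | control set = DMSO and TFP controls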
# EWS-Fli block: blocks EWS/Fli oncoprotein-driven transcription; A673 NR0B1-luciferase reporter, viability-normalised; inhibition, % at 12.6 µM; 350,000 compounds, 0.67% hits; AID 651661;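 active = mean inhibition of at least 50% after viability correction, with every replicate also passing that limit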;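 also: firefly luciferase signal divided by Alamar Blue viability fluorescence both relative to DMSO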
# ERAP1 inh: blocks human ERAP1 aminopeptidase activity. Q9NZ08. recombinant ERAP1, Leu-AMC fluorescence, 60 min. inhibition, % at 10.7 µM. 340,000 compounds, 0.15% hits;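 active = mean replicate inhibition of at least 30%, or all replicates individually reaching that 30% level; inactive = mean below 30% and not every replicate reaching it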;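 also: 0% = neutral control wells and 100% = L-leucinethiol positive control wells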
# Target sequence (Q9NZ08 whole entry, looked up): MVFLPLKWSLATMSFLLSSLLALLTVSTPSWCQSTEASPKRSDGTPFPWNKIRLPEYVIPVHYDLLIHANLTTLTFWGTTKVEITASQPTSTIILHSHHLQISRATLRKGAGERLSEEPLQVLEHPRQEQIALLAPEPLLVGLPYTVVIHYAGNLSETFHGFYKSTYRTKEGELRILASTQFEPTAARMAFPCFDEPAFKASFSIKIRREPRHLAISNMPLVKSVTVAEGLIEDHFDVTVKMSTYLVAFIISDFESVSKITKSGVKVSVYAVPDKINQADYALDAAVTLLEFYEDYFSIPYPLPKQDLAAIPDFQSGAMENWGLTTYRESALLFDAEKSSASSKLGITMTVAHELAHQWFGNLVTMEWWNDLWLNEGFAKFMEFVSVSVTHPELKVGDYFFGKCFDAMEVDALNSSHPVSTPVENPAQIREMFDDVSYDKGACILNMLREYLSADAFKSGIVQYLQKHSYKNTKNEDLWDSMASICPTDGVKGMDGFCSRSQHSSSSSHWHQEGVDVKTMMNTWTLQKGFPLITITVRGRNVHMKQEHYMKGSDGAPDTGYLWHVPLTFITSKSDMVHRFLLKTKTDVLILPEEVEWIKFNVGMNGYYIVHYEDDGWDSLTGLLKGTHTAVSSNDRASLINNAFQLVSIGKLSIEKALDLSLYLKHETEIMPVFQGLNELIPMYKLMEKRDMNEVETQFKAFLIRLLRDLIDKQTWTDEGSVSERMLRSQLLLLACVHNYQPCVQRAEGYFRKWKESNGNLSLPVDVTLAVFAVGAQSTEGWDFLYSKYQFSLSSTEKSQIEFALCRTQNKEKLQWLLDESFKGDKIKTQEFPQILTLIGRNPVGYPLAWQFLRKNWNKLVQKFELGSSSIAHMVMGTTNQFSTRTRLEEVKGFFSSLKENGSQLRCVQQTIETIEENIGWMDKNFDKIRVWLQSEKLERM
# LGR2 inh: Drosophila LGR2 receptor signaling inhibition; HEK293 LGR2, CRE-luciferase, bursicon-stimulated, 4 h; inhibition, % at 9.99 µM; 380,000 compounds, 0.35% hits; AID 720647;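 active = drop in luminescence signal, shown as inhibition above about 50% in the replicate tests, limit read from the data, passing the limit was not always enough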;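 also: agonist challenge used bursicon conditioned medium at about half maximal strength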
# PAX8 inh HTS: PAX8 transcriptional activity inhibition | RMG-I TPO-luciferase reporter, SteadyGlo, 24 h | inhibition, % at 12.6 µM | 360,000 compounds, 1.2% hits | AID 652154;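 active = mean replicate inhibition at least 60% with every replicate also reaching 60%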;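 also: luciferase light reporting Pax8 driven TPO promoter activity; plate controls were median of neutral control wells for no effect and mitoxantrone controls for full effect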
# * = called active by the depositor; nt = not tested or not shown; & = joins results of further samples.
[1] C[C@]12C=CC(=O)C=C1CC[C@@H]1C2CC[C@]2(C)OC(=O)CCC12 (stereo not given in full)
[2] CC1=CC(=O)OC2CC3OC4C[C@@H](C)C5OC6CC7O[C@]8(C)C/C=C\C9OC%10CC%11OC(CC(C)CO)CC(O)[C@]%11(C)OC%10CC9OC8C[C@]7(C)O[C@]6(C)CCC5OC4C[C@]3(C)OC12 (stereo not given in full)
[3] COc1ccc(Cl)cc1N=Cc1c(O)n(C)c(=O)n(C)c1=O
[4] O=C(NCc1cccnc1)Nc1ccc([N+](=O)[O-])cc1
[5] COc1ccc(CN2C(=O)CC(=O)NC2=O)cc1
[6] COC(=O)[C@H]1[C@H](CO)[C@H]2Cn3c(ccc(C4=CCCCC4)c3=O)[C@@H]1N2CC1CCCCC1
[7] O=c1[nH]c(=S)n(C2CC2)c(O)c1/C=N/Nc1ccccc1
[8] COC(COC(N)=O)C1=C(N2CC2)C(=O)C(C)=C(N2CC2)C1=O (stereo not given)
[9] O=S(=O)(c1ccc(Cl)cc1)N1CCCCC1c1cccnc1 (stereo not given)
[10] COc1cc(C(c2c(C)[nH]n(-c3ccccc3)c2=O)c2c(C)[nH]n(-c3ccccc3)c2=O)cc(OC)c1OC
Assay by compound	1	2	3	4	5	6	7	8	9	10
PGC1a acetyl inh	nt	1	nt	3	8	-4	-5	-4	-17	6
FN deposition inh	2	-1	6	nt	9	nt	-3	-2	nt	nt
PglD DTNB	-4	-2	nt	-3	3	nt	0	nt	-2	-5
S100A4 MyoIIA	-8	0	-1	3	nt	1	nt	29	-5	0
EWS-Fli block	4	-1	16	18	nt	26	nt	-2	-5	15
ERAP1 inh	0	nt	-5	3	nt	4	nt	2	5	3
LGR2 inh	-3	18	6	20	nt	-3	-40	8	6	-6
PAX8 inh HTS	13	4	10	-21	-3	nt	-75	12	9	nt

# Ordered by length of the SMILES (largest number first): part of the list above
[6] COC(=O)[C@H]1[C@H](CO)[C@H]2Cn3c(ccc(C4=CCCCC4)c3=O)[C@@H]1N2CC1CCCCC1
[3] COc1ccc(Cl)cc1N=Cc1c(O)n(C)c(=O)n(C)c1=O
[4] O=C(NCc1cccnc1)Nc1ccc([N+](=O)[O-])cc1
[9] O=S(=O)(c1ccc(Cl)cc1)N1CCCCC1c1cccnc1 (stereo not given)
[5] COc1ccc(CN2C(=O)CC(=O)NC2=O)cc1
Assay by compound	6	3	4	9	5
PGC1a acetyl inh	-4	nt	3	-17	8
FN deposition inh	nt	6	nt	nt	9
PglD DTNB	nt	nt	-3	-2	3
S100A4 MyoIIA	1	-1	3	-5	nt
EWS-Fli block	26	16	18	-5	nt
ERAP1 inh	4	-5	3	5	nt
LGR2 inh	-3	6	20	6	nt
PAX8 inh HTS	nt	10	-21	9	-3

# (list continues)
[11] O=C(O)C1CN2CCC1CC2 (stereo not given)
[12] N#CC1=C(N)Oc2c(c(=O)oc3ccccc23)C1c1ccc([N+](=O)[O-])o1 (stereo not given)
[13] O=C(c1ccc2c(c1)OCO2)C1CCCN(CC2CCCCC2)C1 (stereo not given)
[14] CS(=O)(=O)c1ccc(C2=C(CNC(=O)c3ccncc3)[C@H]3CC[C@@H](C2)N3CCOc2ccccc2)cc1
[15] COC(=O)C1=C(c2cccc(OCc3ccccc3)c2)C[C@@H]2CC[C@H]1N2C(=O)NC1CCN(Cc2ccccc2)CC1
[16] COC(=O)C1=C(c2ccc(S(C)(=O)=O)cc2)C[C@@H]2CC[C@H]1N2C(=O)NCCNC(C)=O
[17] CCCNC1=C(C)C(=O)C2=C(C1=O)C(COC(N)=O)[C@]1(OC)C3NC3CN21 (stereo not given in full)
[18] CC(C)CN(CC(C)C)C(=O)C1C2c3ccccc3C(c3ccccc32)C1C(=O)O (stereo not given)
[19] CCOC(=O)c1c(NC(=O)C(c2ccccc2)c2ccccc2)sc2c1C1CCN2CC1
[20] C=CCSc1nc2c(c(-c3ccsc3)c1C#N)CN(C)CC2
Assay by compound	11	12	13	14	15	16	17	18	19	20
PGC1a acetyl inh	13	2	11	8	-1	22	4	nt	7	4
FN deposition inh	7	-5	-14	5	0	3	-14	10	2	-5
PglD DTNB	2	nt	nt	6	-1	6	3	nt	-2	-2
S100A4 MyoIIA	0	-4	-17	-3	3	nt	-9	22	5	0
EWS-Fli block	nt	9	3	-4	25	6	7	-12	nt	29
ERAP1 inh	4	11	-1	1	1	nt	-2	9	5	nt
LGR2 inh	-5	1	25	-9	36	6	-5	8	-2	-8
PAX8 inh HTS	nt	3	5	-7	23	-26	11	10	nt	30

[21] CN1CC[C@]23c4c5ccc(O)c4OC2[C@H](O)C=CC3[C@H]1C5 (stereo not given in full)
[22] CN1OC[C@@H]2CN3C4(C[C@@H]21)c1ccccc1C3(c1ccccc1)c1ccccc14
[23] Cc1ccc(C2C(=O)NC(=O)NC2=O)cc1
[24] O=C(COc1ccccc1)N1CCN(CC2CC=CCC2)CC1 (stereo not given)
[25] S=C(NCCc1ccccc1)N1Cc2cc(N3CCCCC3)ccc2-n2nncc2C1
[26] O=C(CCc1nnc2ccc(NCc3ccccc3Cl)nn12)N1CCC2(CC1)OCCO2
[27] NC(Cc1ccc(F)cc1)c1csc(Nc2cnccn2)n1 (stereo not given)
[28] O=C1CC23c4ccccc4N4C(=O)CC5OCC=C6CN1C2CC6C5C43 (stereo not given)
[29] BrCCc1ccccc1
[30] Cc1nn(Cc2ccccc2)c(C)c1C(=O)NCc1ccccc1
Assay by compound	21	22	23	24	25	26	27	28	29	30
PGC1a acetyl inh	-3	nt	10	nt	-6	4	-21	nt	-8	-4
FN deposition inh	nt	0	-2	-8	13	6	2	nt	nt	1
PglD DTNB	-4	nt	12	4	0	-5	-3	nt	1	1
S100A4 MyoIIA	4	-9	-2	-16	15	-1	-1	4	8	-7
EWS-Fli block	2	-6	6	5	4	nt	-41	15	1	-25
ERAP1 inh	-4	2	6	-5	nt	2	4	3	4	-2
LGR2 inh	12	3	1	-17	0	-5	-1	1	-13	6
PAX8 inh HTS	nt	22	14	15	4	3	nt	1	nt	0

[31] C=CCn1c(O)c(C(C)=NC(C)c2ccccc2)c(=O)[nH]c1=O (stereo not given)
[32] O=C(COc1ccc2c3c(c(=O)oc2c1)CCC3)N1C[C@H]2C[C@@H](C1)c1cccc(=O)n1C2
[33] CC(Cc1ccccc1)NC(N)=O (stereo not given)
[34] COC(=O)C1=C(c2ccc(F)cc2OCc2ccccc2)C[C@@H]2CC[C@H]1N2C(=O)NC1CCN(Cc2ccccc2)CC1
[35] CC1=Nc2cc(C(=O)N3CCC4(CC3)OCCO4)ccc2Sc2ccc(Cl)cc21
[36] CCN(CC)c1ccc([N+](=O)[O-])c2cccnc12
[37] CN(C)C(=O)Oc1ccc(-c2cn3cc(Cl)ccc3n2)cc1
[38] O=C(Cc1ccncc1)N1CCCCN2[C@H](C1)[C@H](c1ccc(C#Cc3ccccc3F)cc1)[C@@H]2CO
[39] CCCNC(=O)[C@@H]1[C@@H](CO)[C@@H]2Cn3c(cccc3=O)[C@@H]2N1C
[40] COc1ccc(C(=O)C2CCCN(Cc3ccc(F)cc3F)C2)cc1F (stereo not given)
Assay by compound	31	32	33	34	35	36	37	38	39	40
PGC1a acetyl inh	-13	10	nt	nt	nt	4	12	-4	nt	-6
FN deposition inh	4	nt	0	-10	-5	nt	1	4	-5	-6
PglD DTNB	3	-1	1	-6	0	nt	3	2	-1	0
S100A4 MyoIIA	-5	-5	1	-1	-1	2	1	21	5	3
EWS-Fli block	12	-1	-9	10	13	0	-11	14	-1	3
ERAP1 inh	3	nt	-2	10	-2	-1	0	-3	5	0
LGR2 inh	10	4	7	27	8	-11	39	7	-2	5
PAX8 inh HTS	-8	nt	1	5	13	3	32	77*	-10	16

[41] NC(=S)/N=C/c1c(O)[nH]c(=O)[nH]c1=O
[42] O=C1NC(=O)C(=Cc2ccc(N3CCOCC3)o2)C(=O)N1
[43] COC(=O)C(O)(c1ccc(NC(=O)NC2CCCCC2)cc1)C(F)(F)F (stereo not given)
[44] COc1ccc(O)c(C(C)(C)C)c1
[45] CC(C)c1ccccc1NC1=NCCCS1
[46] CC12CCC(O)CC1CCC1C2CCC2(C)C(C3=CC(=O)OC3)C(O)CC12O (stereo not given)
[47] Fc1ccc(N2Cc3ccccc3-n3nncc3C2)cc1
[48] CN(C)CC1Oc2ccccc2OC1(O)c1ccccc1 (stereo not given)
[49] COc1ccccc1NC(=O)COC(=O)c1cc(C)n(C2CC2)c1C
[50] Cc1cc(OC(=O)c2ccco2)c2c3c(c(=O)oc2c1)CCC3
Assay by compound	41	42	43	44	45	46	47	48	49	50
PGC1a acetyl inh	1	-3	-7	1	1	-13	0	-249	-12	-6
FN deposition inh	-9	-16	nt	2	1	-4	3	17	3	nt
PglD DTNB	nt	nt	5	3	7	nt	-3	2	-10	7
S100A4 MyoIIA	2	1	2	-6	3	-1	2	6	5	1
EWS-Fli block	0	-12	45	3	-2	36	2	56*	2	11
ERAP1 inh	22	11	3	-3	-2	-3	-2	3	-2	0
LGR2 inh	-5	-3	-52	nt	0	77*	-1	24	nt	3
PAX8 inh HTS	-5	-11	-65	8	-7	46	19	78*	nt	nt

[51] COc1cc(NC(=O)CN2C3CCC2CC(O)(c2cccnc2)C3)cc(OC)c1 (stereo not given)
[52] COc1cc(C2c3cc(O)c(OC)cc3CC3C(=O)OCC32)ccc1O (stereo not given)
[53] CC(=O)OC1C2CCC1C(N1CCCC1)CC2 (stereo not given)
[54] O=C(Nc1cccc(C(F)(F)F)c1)OC1CN2CCC1CC2 (stereo not given)
[55] CC1C(c2cccs2)=[N+]([O-])C(C)(C(=O)c2ccc(Cl)cc2)N1O (stereo not given)
[56] CS(=O)(=O)N1Cc2cc(Br)ccc2-n2nncc2C1
[57] Cc1cc(C=C2C(=O)N(C)C(=S)N(C)C2=O)c(C)n1-c1ccncc1
[58] C[C@]12CC[C@H](O)C[C@@H]1CC[C@H]1[C@H]3CCC(=O)[C@@]3(C)CC[C@@H]12
[59] COc1ccc(OC(=O)N(C)C[C@@H]2OCc3cnnn3CCCC(=O)N([C@H](C)CO)C[C@H]2C)cc1
[60] O=C(Cc1ccccn1)N1CCCCN2[C@@H](CO)[C@@H](c3ccc(C#Cc4ccccc4)cc3)[C@@H]2C1
Assay by compound	51	52	53	54	55	56	57	58	59	60
PGC1a acetyl inh	2	5	13	-5	-9	nt	1	-1	-7&-7&5	-1
FN deposition inh	-2	nt	22	9	3	-7	-4	nt	7&4	nt
PglD DTNB	1	0	1	-8	5	nt	5	-2	-5&0&-3	-2
S100A4 MyoIIA	nt	1	-3	2	nt	-3	-41	1	-1&10&-3	-6
EWS-Fli block	nt	-8	nt	12	nt	0	9	5	-9&2&-4	4
ERAP1 inh	nt	1	nt	-3	nt	5	nt	-4	13&-3&-2	0
LGR2 inh	nt	-3	nt	-5	nt	-18	3	3	7&-3	-13
PAX8 inh HTS	-7	nt	nt	3	-3	-17	15	9	-15&12	10

# Reformatted with each value named: part of the list above.
4) O=C(NCc1cccnc1)Nc1ccc([N+](=O)[O-])cc1
  PGC1a acetyl inh: 3	FN deposition inh: nt	PglD DTNB: -3	S100A4 MyoIIA: 3	EWS-Fli block: 18	ERAP1 inh: 3	LGR2 inh: 20	PAX8 inh HTS: -21
5) COc1ccc(CN2C(=O)CC(=O)NC2=O)cc1
  PGC1a acetyl inh: 8	FN deposition inh: 9	PglD DTNB: 3	S100A4 MyoIIA: nt	EWS-Fli block: nt	ERAP1 inh: nt	LGR2 inh: nt	PAX8 inh HTS: -3
6) COC(=O)[C@H]1[C@H](CO)[C@H]2Cn3c(ccc(C4=CCCCC4)c3=O)[C@@H]1N2CC1CCCCC1
  PGC1a acetyl inh: -4	FN deposition inh: nt	PglD DTNB: nt	S100A4 MyoIIA: 1	EWS-Fli block: 26	ERAP1 inh: 4	LGR2 inh: -3	PAX8 inh HTS: nt

# Only part of the results is shown (hit frequency here may not be typical).
